Screens (PubChem BioAssay)
TAAR1 agonist: human TAAR1 agonism. Q96RJ0. CHO RD-HGA16 TAAR1, Fluo-8 calcium fluorescence; vehicle wells 0%, saturating PEA agonist 100%. activation, % at 3 µM. actives 0.99% (n = 360,000). AID 624467;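 active = activation above the mean activation of all test compounds in the run plus 3 SD, cut at about 38% in these data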
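System: CHO-derived RD-HGA16 cells with stable Gα16 and human TAAR1. Times: 17-24 h plating, Fluo-8 75 min 37 °C, 30 min RT. Measured by: calcium-sensitive Fluo-8 signal, excitation 470-495, emission 515-575 nm. Read-out basis: % activation relative to PEA EC100 response. Control set: DMSO and PEA EC100. Repeats: no replicates (n 1).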
CHO-K1 Ca ag: nonselective activator or artifact in parental CHO-K1 cells; Fluo-8 calcium fluorescence; scaled to maximal ATP response, vehicle zero; activation, % at 3 µM; actives 0.48% (n = 360,000); in the data active = activation above about 15%;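 note: untransfected CHO-K1 host cells lacking M1 receptor as counterscreen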
V1R ag counter: activates human V1a receptor in oxytocin agonist counter-screen; CHO-V1R cells, Fluo-8 calcium fluorescence, agonist mode; 0% DMSO, 100% 3 nM vasopressin; actives 0.25% (n = 320,000); AID 2797; P37288; activation, % at 3 µM;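 active = activation above the mean activation of all tested compounds plus 3 SD, per screening run, cut at about 20% in these data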;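 note: signal is peak over basal fluorescence ratio across a 100 second FLIPR read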
TAAR1 antagonist: human TAAR1 antagonism. Q96RJ0. CHO RD-HGA16 TAAR1, Fluo-8 calcium fluorescence, antagonist. inhibition, % at 3 µM. actives 1.5% (n = 360,000);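 active = inhibition above a per-plate cutoff, the mean inhibition of test compounds on that plate plus 3 SD, cut at about 49% in these data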;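 note: 0% = DMSO plus EC80 beta-PEA response and 100% = DMSO alone without agonist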
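Assay system: CHO-derived RD-HGA16 cells stably expressing human TAAR1 plus Gα16. Timing: 140 s kinetic read after compound, 140 s after agonist. Technique: kinetic Fluo-8 calcium fluorescence measurement. Measure: % inhibition of agonist calcium response.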
CHO parental Ca: counter-screen for OX1R antagonists: effect in parental CHO cells. parental CHO-K1, ATP-induced calcium, Fluo-8 fluorescence. inhibition, % at 5.6 µM. actives 0.63% (n = 330,000);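 active = inhibition above that plate's mean sample inhibition plus 3 SD, cut at about 26% in these data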;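 note: 0% = ATP-challenged DMSO wells and 100% = DMSO wells without ATP; some compounds past the cut are filed as inactive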
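Assay system – parental CHO cells · Reagent – ATP stimulus · Detection – intracellular calcium via Fluo-8 no-wash fluorescent dye · Evaluation – percent inhibition of ATP-evoked calcium rise, normalized to controls · Controls – ATP wells versus no-ATP DMSO wells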
OXTR potentiate: potentiates the human oxytocin receptor response. P30559. CHO-OTR cells, Fluo-8 calcium fluorescence, potentiator mode; 0% = oxytocin EC15, 100% = EC100. activation, % at 3 µM. actives 0.061% (n = 320,000). AID 2445;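 active = activation above that plate's cutoff, the mean activation of tested compounds plus 3 SD, cut at about 6.6% in these data, passing the limit was not always enough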;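 note: 100% uses oxytocin at 75 nM as the full agonist control; some results filed as inactive read as strong as hits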
Target sequence (P30559 whole entry, looked up): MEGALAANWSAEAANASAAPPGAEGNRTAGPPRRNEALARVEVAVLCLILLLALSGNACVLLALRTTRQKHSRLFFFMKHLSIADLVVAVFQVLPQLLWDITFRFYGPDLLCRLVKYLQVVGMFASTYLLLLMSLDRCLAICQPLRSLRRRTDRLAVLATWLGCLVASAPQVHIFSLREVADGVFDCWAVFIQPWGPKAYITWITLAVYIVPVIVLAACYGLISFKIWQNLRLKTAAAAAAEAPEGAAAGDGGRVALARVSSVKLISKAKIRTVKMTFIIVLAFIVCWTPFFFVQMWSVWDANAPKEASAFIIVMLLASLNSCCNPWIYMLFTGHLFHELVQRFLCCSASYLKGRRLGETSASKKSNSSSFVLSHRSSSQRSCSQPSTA
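Assay system: CHO cell line stably expressing human OTR | Also added: Oxytocin at about EC15, sub-maximal agonist stimulus | Times: Compound 6 min at room temperature before oxytocin, 100 s read | Measured by: Fluo-8 intracellular calcium fluorescence, ex 470-495, em 515-575 nm | Controls: EC15 oxytocin alone as 0%, 75 nM oxytocin as 100%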
M1 PAM parental: M1 PAM counterscreen hit in parental CHO-K1 cells. actives 0.02% (n = 360,000). ATP EC20, Fluo-8 calcium fluorescence; 0% at ATP EC20, 100% at ATP max. activation, % at 3 µM;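 active = activation above the run cutoff, the mean activation of all test compounds plus 3 SD, cut at about 40% in these data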;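 note: peak over basal fluorescence ratio in a 140 s read after ATP addition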
M1 ag: activates human CHRM1 receptor; P11229; CHO-K1 hM1, Fluo-8 calcium fluorescence, agonist mode; 0% DMSO, 100% acetylcholine EC100; activation, % at 3 µM; actives 0.33% (n = 360,000);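 active = activation above the run's mean compound activation plus 3 SD, cut at about 16% in these data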;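 note: peak over basal fluorescence ratio within a 140 s kinetic read after compound addition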
Target sequence (P11229 whole entry, looked up): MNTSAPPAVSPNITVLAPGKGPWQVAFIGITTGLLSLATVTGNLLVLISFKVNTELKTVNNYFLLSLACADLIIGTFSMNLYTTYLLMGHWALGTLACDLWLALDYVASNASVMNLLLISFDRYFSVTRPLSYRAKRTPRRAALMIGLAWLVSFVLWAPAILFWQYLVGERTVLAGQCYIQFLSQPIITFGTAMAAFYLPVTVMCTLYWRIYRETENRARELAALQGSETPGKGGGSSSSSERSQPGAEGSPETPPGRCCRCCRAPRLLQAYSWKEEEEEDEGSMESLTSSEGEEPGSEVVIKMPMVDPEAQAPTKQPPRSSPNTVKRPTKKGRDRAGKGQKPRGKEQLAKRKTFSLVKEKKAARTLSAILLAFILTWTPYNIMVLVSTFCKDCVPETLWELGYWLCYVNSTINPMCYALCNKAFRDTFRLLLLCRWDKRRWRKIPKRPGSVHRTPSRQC
CHO-K1 Ca antag: nonselective inhibitor or artifact in parental CHO-K1 cells; ATP-induced calcium, Fluo-8 fluorescence; inhibition, % at 3 µM; actives 0.6% (n = 360,000); AID 602250;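 active = inhibition above a per-plate cutoff, the plate's mean sample inhibition plus 3 SD, cut at about 24% in these data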;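 note: 0% = DMSO plus EC80 ATP and 100% = DMSO alone without ATP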
* hit, by the source's call; . = no result given.

SMILES	TAAR1 agonist	CHO-K1 Ca ag	V1R ag counter	TAAR1 antagonist	CHO parental Ca	OXTR potentiate	M1 PAM parental	M1 ag	CHO-K1 Ca antag
COCc1cccc(-c2csc(C(C)(O)c3ccc(OC)cc3)n2)c1 (centres undefined)	3	3.2	.	-9	.	.	9	2	-5
COc1ccc(/C=N/Nc2ccccn2)cc1O	8	0.4	-0.3	-26	-1	1	5	-1	-5
O=C(NCCCNc1ccc(C(F)(F)F)cc1[N+](=O)[O-])c1ccc(F)cc1	2	4.4	3.0	4	-8	-5	1	-7	-1
CC(C)Cn1c(N)c(C(=O)COC(=O)c2ccccc2Cl)c(=O)n(C)c1=O	33	9.3	13	22	11	-12	7	6	-2
O=C(NC(=O)N1CCN(c2ccc([N+](=O)[O-])cn2)CC1)c1ccccc1F	0	0.0	0.5	-1	11	-8	-12	-8	2
O=C(Nc1csc(Cc2c(Cl)cccc2Cl)n1)NN1CCOCC1	6	0.5	3.4	-8	-21	-12	18	-8	-8
O=C(O)c1cc(O)c2c(c1)C(=O)c1cccc(O)c1C2=O	0	1.5	2.5	-3	-12	1	22	-2	-3
CCOc1ccc(OCCC(=O)OCC(=O)N(CC)c2c(N)n(Cc3ccccc3)c(=O)[nH]c2=O)cc1	-1	0.2	.	-6	.	.	21	-5	-20
COc1ccc(C(=O)OCC(=O)N2CC(=O)Nc3ccccc32)cc1Br	4	0.6	.	5	.	.	7	1	-7
CSc1cc(-c2ccco2)oc1C(=O)c1ccco1	16	-0.4	-0.5	-3	-8	-2	-16	-2	7
Cc1ccc([N+](=O)[O-])cc1S(=O)(=O)N1CCN(C)CC1	1	-0.5	1.2	-3	-7	-1	-10	-5	7
O=C(CN1CCN(c2ccccc2)CC1)Nc1c(C(=O)C2CC2)oc2ccccc12	-1	0.3	-0.2	10	-6	1	20	-4	-13
CN(C)C(CNS(=O)(=O)c1ccc(F)cc1)c1cccnc1 (centres undefined)	1	-0.1	0.8	10	1	-2	27	-3	-9
Cc1cc(C)c(NC(=O)CN2CCN(C)CC2)c(C)c1	2	0.8	0.4	-2	-1	0	12	-3	-8
Cc1ccc(S(=O)(=O)N2CCC(C(=O)OCc3ccccc3)CC2)cc1C	4	-0.1	-0.2	14	-4	-10	20	-2	-17
O=C(NCCc1csc(-c2cccnc2)n1)c1ccc(Cl)cc1	-1	2.8	2.0	-15	-17	-3	5	-2	-11
CCC(C)(C)N(C(=O)CCC(=O)Nc1cc(C)on1)C(C(=O)NC(C)(C)C)c1ccc(OC)cc1 (centres undefined)	6	0.0	-1.0	-8	-28	-7	-16	-2	-14
Cc1[nH]c(=O)[nH]c(=O)c1NC(=O)c1ccc(OC(C)C)cc1	1	0.8	1.1	1	-7	2	7	-4	0
Cc1ccc(CSCC(=O)Nc2ccc3c(c2)OCO3)cc1	6	0.2	1.4	23	-15	-3	6	-6	3
CC(c1ccccc1)C1CC(=O)N(c2ccccc2)C1=O (centres undefined)	0	0.0	1.3	-7	-5	1	13	-4	-2
Cc1ccc(S(=O)(=O)N2C/C=C\CN(S(=O)(=O)c3ccccc3Br)CC2)cc1	2	3.8	.	25	-5	.	6	-3	-9
CC(=O)N(C)c1ccc(NC(=O)Nc2ccc(C)cc2)cc1	26	5.8	2.1	57*	-5	-13	-1	-3	2
Cc1cc(C)c(C)c(S(=O)(=O)NCCCN2CCCC2=O)c1C	4	1.6	1.6	-21	-12	2	14	-4	-11
COc1ccc(-n2c(C)cc(C(=O)COc3ccc(C)nc3[N+](=O)[O-])c2C)cc1	-1	4.4	4.4	-9	-12	-6	10	-6	-4
Cc1cccc(N2CCN(C(=O)c3ccc(NS(=O)(=O)c4ccc5[nH]c(=O)[nH]c5c4)cc3)CC2)c1C	3	0.5	0.5	-11	-1	-6	-3	-5	1
The results go on:
SMILES	TAAR1 agonist	CHO-K1 Ca ag	V1R ag counter	TAAR1 antagonist	CHO parental Ca	OXTR potentiate	M1 PAM parental	M1 ag	CHO-K1 Ca antag
COc1cc(NC(=S)NC(=O)c2cccs2)ccc1NC(=O)C(C)C	2	4.5	0.0	-18	-2	-11	21	0	-9
Cc1nn(C)c(C)c1CN(Cc1nc(-c2ccc(F)cc2F)oc1C)C1CC1	1	3.2	-0.2	-17	-21	-8	11	-4	-22
O=C(CSc1nnc(-c2ccco2)o1)c1ccccc1Cl	15	-0.2	-0.9	-1	-22	-9	-8	-4	12
O=C(CCC1CCCN(C(=O)Cc2ccc(F)cc2)C1)N1CCN(c2ccccn2)CC1 (centres undefined)	5	1.7	-0.3	-26	-16	-1	-3	-7	1
CC1CCCN(c2nc3nonc3nc2N2CCCC(C)C2)C1 (centres undefined)	-3	-0.5	-1.6	20	-9	7	12	-5	-9
O=C(COC(=O)c1cc2ccccc2cc1O)c1ccccc1	-2	1.8	0.0	-4	4	-3	9	-1	-13
Cc1cc(Oc2ccccc2)nc(NCc2ccccc2)n1	19	1.1	-1.1	20	-8	-16	-2	2	38*
CC1CN(CCOCCOc2ccccc2-c2ccccc2)CC(C)O1 (centres undefined)	1	1.0	-1.3	-16	-25	-11	18	-7	-7
CSc1cc(-c2ccc(Cl)cc2)[nH]c(=O)c1C#N	3	0.7	-0.9	13	-16	-2	8	-7	-11
N#CC1=C(N)Oc2cc(O)c(Cl)cc2C1c1cccnc1 (centres undefined)	9	8.0	.	-7	.	.	0	7	14
c1ccc(OCc2cc(-c3ccccc3)no2)cc1	12	0.0	-0.6	-17	-3	2	17	-5	-7
CCCCCN(C(=O)NC(=O)NC(C)CC)S(C)(=O)=O (centres undefined)	9	0.2	-0.4	3	2	-6	2	-2	-10
COC(=O)c1ccc(CNC(=O)c2ccc3c(c2)OCCO3)cc1	5	0.4	-0.4	-2	-12	-13	10	-1	-15
Cc1cc(NC(=O)C2CCN(S(=O)(=O)c3c(C)noc3C)CC2)ccc1Br	4	2.5	10	5	22	-14	14	0	-15
Cc1nonc1C1CCCN1C(=O)c1cc(COc2ccc(F)cc2Cl)on1 (centres undefined)	5	1.2	2.6	-4	-9	-15	8	-11	-5
Cc1ccc(NS(=O)(=O)c2ccc(N/N=C/c3ccncc3)c([N+](=O)[O-])c2)c(C)c1	-1	0.0	0.1	5	-19	-6	2	-2	0
O=[N+]([O-])c1cc(F)c(N2CCCCC2)cc1N1CCOCC1	20	0.2	-1.6	-9	-17	-2	7	-6	-21
COc1ccc(-c2csc(NC(=O)c3cc(C)on3)c2C#N)cc1OC	46*	0.8	6.5	29	-13	-7	15	-2	-16
O=[N+]([O-])c1ccc(Nc2ccc(N3CCOCC3)cc2)c([N+](=O)[O-])c1	1	0.2	-0.6	-2	14	-16	24	-1	-6
CCOC(=O)Cn1c2ccccc2c2nc3ccccc3nc21	11	-0.1	2.2	6	-8	-13	-2	0	4
CCOc1cc(OCC)cc(C(=O)NCCCN2CCOCC2)c1	1	0.7	0.8	-11	-14	-10	4	-7	-8
CN(C)CCCOc1ccc(-c2ccc3nncn3c2)cn1	0	-0.5	.	-5	.	.	-14	0	12
CCOc1ccc(NC(=O)CCN2C(=O)c3ccccc3C2=O)cc1	3	0.6	-0.4	10	-11	5	10	-2	-6
CC1CCCN(c2ccc(C(=O)NCc3ccco3)cc2[N+](=O)[O-])C1 (centres undefined)	0	0.3	-0.7	12	-12	-2	-11	-7	11
CSc1ncnc2c1ncn2CCCN1CCN(Cc2c(C)cc(C)cc2C)CC1	-1	1.2	.	-10	.	.	5	-11	-8
Next records:
SMILES	TAAR1 agonist	CHO-K1 Ca ag	V1R ag counter	TAAR1 antagonist	CHO parental Ca	OXTR potentiate	M1 PAM parental	M1 ag	CHO-K1 Ca antag
COc1cccc(CNc2cccc3cccnc23)c1O	10	1.1	-0.6	6	13	-6	11	-1	-12
COCCn1c(-c2ccc(C)cc2)nc2c(c(=O)c3ccccc3n2C)c1=O	4	0.4	.	-17	.	.	16	-7	-13
O=C(O)c1sccc1NC(=O)c1c(Cl)cccc1Cl	-2	0.2	-0.3	-7	-6	-8	22	-2	-8
O=C1CCN(C(=O)/C=C/c2ccccc2)c2ccccc21	10	3.8	0.0	-6	-16	-8	0	-6	8
COc1ccc(CCNC(=O)c2csc3c2CCCC3)cc1OC	2	3.4	1.7	-18	-7	1	7	-5	-13
COc1ccc(CNC(=S)N2CCN(S(=O)(=O)c3cccc(F)c3)CC2)cc1	3	2.6	2.6	12	-1	-3	-14	-2	8
COc1ccc(C(=O)c2sc(Nc3ccccc3)nc2N)cc1	16	2.1	.	-3	.	.	32	2	-18
Cc1noc(C)c1COC(=O)c1ccccc1Oc1ccccc1	17	0.1	0.9	5	-11	-10	20	-6	-16
COC(=O)[C@H](CC(C)C)NC(=O)CC[C@H]1O[C@@H](n2cc(C)c(=O)[nH]c2=O)C[C@@H]1O	0	-0.3	.	-7	.	.	2	-3	-4
O=C(Nc1cccc(F)c1)c1cccc(S(=O)(=O)N2CCOCC2)c1	5	1.8	4.6	8	-15	-7	3	-7	1
CC(=O)/C(=C/Nc1ccc(Oc2ccccc2)cc1)c1ccccc1	3	0.9	0.1	39	-8	-14	16	-4	-21
Cc1ccccc1NS(=O)(=O)c1ccc(C(=O)NCC(c2ccco2)N2CCCCC2)cc1 (centres undefined)	3	4.7	3.5	-29	4	-9	6	-5	-12
CCOc1ccc(/C=N/NC(=O)c2ccc(Cn3cc([N+](=O)[O-])cn3)o2)cc1	1	0.7	2.7	6	-17	-11	3	-1	7
CC1CCN(S(=O)(=O)c2ccc3ncn(CC(=O)N(C)C4CCCCC4)c(=O)c3c2)CC1	3	-0.5	1.4	7	-15	10	-8	-5	-8
Cc1ccc(NC(=O)c2cc(NC(=O)c3ccco3)ccc2N2CCOCC2)cc1	10	2.5	0.6	29	-23	-12	-3	-3	13
CCOC(=O)c1c(-c2ccccc2)nc2ccccn12	6	-0.3	-1.1	2	-12	3	1	-4	2

Already shown: an excerpt of the list.
SMILES	TAAR1 agonist	CHO-K1 Ca ag	V1R ag counter	TAAR1 antagonist	CHO parental Ca	OXTR potentiate	M1 PAM parental	M1 ag	CHO-K1 Ca antag
COCc1cccc(-c2csc(C(C)(O)c3ccc(OC)cc3)n2)c1 (centres undefined)	3	3.2	.	-9	.	.	9	2	-5
COc1ccc(/C=N/Nc2ccccn2)cc1O	8	0.4	-0.3	-26	-1	1	5	-1	-5
O=C(NCCCNc1ccc(C(F)(F)F)cc1[N+](=O)[O-])c1ccc(F)cc1	2	4.4	3.0	4	-8	-5	1	-7	-1
CC(C)Cn1c(N)c(C(=O)COC(=O)c2ccccc2Cl)c(=O)n(C)c1=O	33	9.3	13	22	11	-12	7	6	-2
